Screening data deposited in PubChem by several laboratories.
aSyn UTR inh: MLPCN primary screen, SNCA 5' untranslated region. inhibition, % (tested at 7.5 µM). 300,000 tested, 0.82% active. alpha-synuclein 5'UTR reporter, inhibitor activity; in the data active = inhibition above about 60%;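 note: H4 neuroglioblastoma cells stably carrying SNCA 5'UTR luciferase fusion; 0% = DMSO wells and 100% = positive control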
HSF1 inh: HSF1 inhibitors in luciferase reporter cells, primary screen, cell-based, NIH3T3, luminescence; NIH3T3-HGL HSE-luciferase, MG132-induced, luminescence 8 h; hits give low values; activity change, negative = inhibition, % at 7.5 µM (by protocol); 300,000 tested, 0.77% active; AID 2098, 2009;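 active = more than half of replicate wells show activity change below -50%, luminescence cut by over half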;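 note: luciferase reports HSF-1 transcriptional activity via heat shock element; 0% = median of DMSO wells and -100% = zero luminescence signal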
HIF activator: HIF pathway transcriptional activators, primary screen, cell-based, U2OS HRE-luciferase, luminescence. U2OS HRE-luciferase reporter; normalized: DMSO 0%, desferrioxamine 100%. activation, % at 7.5 µM (by protocol). 300,000 tested, 0.32% active. AID 1910, 2009;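 active = mean activation of at least 10% of the iron chelator positive control signal, with at least half of replicates also reaching 10%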
KLF5 inhibitor: KLF5 expression inhibitors, primary screen, DLD-1 cells, luminescence; DLD-1 KLF5 promoter-luciferase reporter; inhibition, % at 5 µM; 290,000 tested, 0.23% active; AID 1700, 2009;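 active = inhibition above a per-plate limit of that plate's mean compound inhibition plus 3 SD, cut at about 60% in these data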;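 note: 0% = DMSO wells and 100% = LY294002 at 200 µM; higher means less KLF5 promoter-driven luciferase light; inactives centre near -14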
HSF1 activator: HSF-1 activators, primary screen, NIH3T3-HGL cells, MG132 stress, luminescence, single point | NIH3T3-HGL HSF-1 luciferase reporter, 8 h; 100% = twice DMSO control signal | activation, % at 9 µM | 300,000 tested, 1.7% active;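 active = mean replicate activation of at least 50% with a set share of replicates each reaching 50%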;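 note: 0% = median of the neutral control wells and 100% = twice that signal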
HSP90 refold inh: HSP90 inhibitors, primary screen, cell lysate, luminescence; Heat shock protein HSP 90 (rabbit reticulocyte lysate; luciferase refolding); Rabbit reticulocyte lysate, luciferase refolding luminescence, 3 h; inhibition, % at 5.6 µM; 290,000 tested, 0.91% active; AID 1789, 2009;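 active = inhibition above the screen-wide mean plus 3 SD, computed separately per campaign, cut at about 16% in these data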;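 note: 0% = DMSO wells and 100% = 60 µM geldanamycin wells; inhibitors lower the luminescence because luciferase stays unfolded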
AI-2 QS mod: Vibrio harveyi AI-2 quorum sensing modulators, primary screen, JMH597 strain, luminescence/OD600 ratio | Vibrio harveyi JMH597 AI-2 luminescence/OD600 ratio, 9 h; hits give low values; strain lacks LuxN and CqsS sensors; 0 = neutral-control median | activity change, % at 7.5 µM | 300,000 tested, 0.4% active | AID 2094, 2009; in the data active = activity change below about -75%, passing the limit was not always enough;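 note: luminescence divided by OD600 gain over 9 h not by final OD600 alone; inactives centre near 13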
IEC-6 cytotox: cytotoxicity in IEC-6 intestinal epithelial cells, primary screen, cytotoxicity control for KLF5 inhibitor project, cell-based, luminescence. IEC-6 cytotoxicity, luminescence viability. inhibition, % at 5 µM. 290,000 tested, 0.78% active. AID 1825, 2009; in the data active = inhibition above about 22%;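 note: 0% = plate median of test compound wells and 100% = cytotoxic reference compound wells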
GSK3B inh: human GSK3beta kinase inhibitors, primary screen, biochemical, cell-free homogeneous, HTS; GST-GSK3beta kinase, ADP-Glo luminescence, 60 min; hits give low values; Glycogen synthase kinase-3 beta (Homo sapiens), P49841; activity score (negative = inhibition), % at 10 µM; 300,000 tested, 0.038% active;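 active = more than half of replicate wells score below -50%, meaning over 50% inhibition versus plate controls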;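 note: 0% = median DMSO wells and -100% = median GW8510 positive control wells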
Target sequence (P49841 whole entry, looked up): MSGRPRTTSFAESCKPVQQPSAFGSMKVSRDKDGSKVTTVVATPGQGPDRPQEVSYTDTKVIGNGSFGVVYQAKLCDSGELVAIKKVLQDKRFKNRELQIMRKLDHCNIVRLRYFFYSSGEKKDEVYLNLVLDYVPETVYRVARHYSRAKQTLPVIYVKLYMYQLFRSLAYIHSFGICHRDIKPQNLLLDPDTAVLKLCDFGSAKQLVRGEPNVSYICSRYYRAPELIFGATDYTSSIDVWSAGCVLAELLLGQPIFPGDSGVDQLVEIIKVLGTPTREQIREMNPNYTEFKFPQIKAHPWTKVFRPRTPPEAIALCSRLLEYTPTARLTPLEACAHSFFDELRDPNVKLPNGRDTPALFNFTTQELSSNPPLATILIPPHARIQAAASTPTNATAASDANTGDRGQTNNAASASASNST
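Test system: GST-fused GSK3beta enzyme, cell-free | Quantity: 1.6 ng GST-GSK3beta enzyme per well | Reagent: 25 µM ATP with peptide substrate | Schedule: 60 min enzyme reaction, room temperature | Signal: Luminescent ADP-Glo measurement of ADP formed | Read-out basis: Score relative to plate controls | Control set: DMSO and 20 µM GW8510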
GSK3 alpha inh: blockers of GSK3A enzyme activity – biochemical, luminescence, cell-free homogeneous, HTS, primary screen. GSK-3 alpha kinase, ADP-Glo luminescence, 60 min. inhibition, % at 10 µM. 320,000 tested, 0.1% active;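 in the data active = inhibition above about 50%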;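 note: GST-tagged GSK-3 alpha with peptide substrate and 25 µM ATP; 0% = DMSO neutral wells and 100% = GW8510 positive control wells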
Target sequence (P49840 whole entry, looked up): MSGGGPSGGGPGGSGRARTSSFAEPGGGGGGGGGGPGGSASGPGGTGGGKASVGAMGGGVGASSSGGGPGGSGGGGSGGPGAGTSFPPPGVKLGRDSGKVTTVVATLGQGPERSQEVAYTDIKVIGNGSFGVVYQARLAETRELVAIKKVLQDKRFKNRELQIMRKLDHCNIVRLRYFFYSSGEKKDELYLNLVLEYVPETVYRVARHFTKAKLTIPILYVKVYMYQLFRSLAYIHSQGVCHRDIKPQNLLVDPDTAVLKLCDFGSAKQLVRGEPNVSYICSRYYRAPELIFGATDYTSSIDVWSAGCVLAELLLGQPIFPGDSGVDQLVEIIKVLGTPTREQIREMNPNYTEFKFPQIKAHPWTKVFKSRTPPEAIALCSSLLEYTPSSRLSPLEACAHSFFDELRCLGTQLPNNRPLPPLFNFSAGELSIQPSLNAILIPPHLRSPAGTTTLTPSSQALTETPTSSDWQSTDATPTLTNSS
* = called active by the depositor; x = not tested or not shown.

Structure,GSK3 alpha inh,HSP90 refold inh,HSF1 activator,IEC-6 cytotox,HSF1 inh,aSyn UTR inh,AI-2 QS mod,GSK3B inh,KLF5 inhibitor,HIF activator
COc1cc(C(=O)Nc2ccc3c(c2)C(=O)c2ccccc2C3=O)cc(OC)c1OC,-1,0,0,3,-9,7,20,6,-41,0.0
Cc1ccc2c(c1)N(CC(=O)N1CCCCC1)C(=O)C(C)O2 (stereo unspecified),-2,-2,13,-6,-6,12,14,-1,-13,-0.1
Nn1c(SC/C=C/c2ccccc2)nnc1-c1ccncc1,1,-2,37,-1,25,-24,10,2,-13,0.4
O=C(COC(=O)c1ccccc1-n1cnnn1)c1ccccc1,1,x,-31,x,-32,-13,38,2,x,-32
O=C(NCc1ccncc1)C1CCN(S(=O)(=O)c2cc(Cl)ccc2Cl)CC1,4,-4,13,-3,7,-2,12,-2,-19,-0.2
COc1cccc(CNC(=O)C2CCCN(S(=O)(=O)c3cccc4nonc34)C2)c1 (stereo unspecified),1,6,-20,-6,-3,-4,21,1,4,-0.6
COc1cc(OC)cc(OC(=O)c2ccc3c(=O)n4c(nc3c2)CCC4)c1,1,x,19,x,-7,3,19,1,x,0.5
Nn1c(-c2ccco2)n[nH]c1=S,-4,5,13,0,0,17,25,6,-7,-0.4
CC(C)C(NS(=O)(=O)c1ccc2c(c1)C(C)(C)C(=O)N2C)C(=O)NCc1ccccc1Cl (stereo unspecified),-1,-3,23,-1,-1,4,8,2,-5,-0.6
COC(=O)c1sc(NC(=O)c2c(C)noc2C)nc1C,-1,4,-11,4,-16,-22,22,1,-27,0.7
Cc1cc(C)c(C)c(S(=O)(=O)N2CCN(C(=O)C3CSC4(C)CCC(=O)N34)CC2)c1C (stereo unspecified),-1,x,6,x,-1,3,19,2,x,-1.0
N#Cc1c(NC(=O)c2ccc([N+](=O)[O-])o2)sc2c1CCC2,1,-4,0,39*,11,-107,29,-3,-34,2.8
O=C(CSc1ncnc2scc(-c3ccc(Cl)cc3)c12)NCc1ccc2c(c1)OCO2,x,0,15,5,4,-2,18,-3,-6,-1.2
CC(C)C1NC(=S)N(C2CCCCC2)C1=O (stereo unspecified),-2,0,-4,1,-1,24,9,0,-1,-0.1
O=c1oc(-c2ccccc2[N+](=O)[O-])nc2ccccc12,-1,-1,6,0,-3,-1,4,2,-36,0.0
Cc1cc(C(=O)NC(Cc2c[nH]c3ccccc23)C(=O)O)c(C)o1 (stereo unspecified),-6,-5,0,-2,5,17,15,4,-20,0.6
CCOCC(=O)Nc1sc2c(c1C(=O)OCC)CCCC2,0,-5,0,0,-6,-8,14,1,-30,-0.2
Cc1cccc(C)c1NC(=O)C(C)c1ccc(-c2ccccc2)c(F)c1 (stereo unspecified),17,3,5,2,6,-9,19,4,24,-0.1
O=C(NC1CC2CCCC(C1)N2C(=O)Nc1ccc(Cl)c(C(F)(F)F)c1)C1CC1 (stereo unspecified),0,-4,16,1,3,18,13,0,-8,-0.8
O=C(COC(=O)c1ccc(Cl)nc1)Nc1ncc(Cl)cc1Cl,0,-2,8,-6,-5,-24,1,-7,2,-1.0
Cc1c(C(=O)Nc2ccc(S(=O)(=O)Nc3ncccn3)cc2)oc2ccc(F)cc12,0,-3,10,-3,3,1,22,-2,-20,0.0
Cc1noc(C)c1S(=O)(=O)N1CCC(C(=O)N2CCN(C(=O)c3ccco3)CC2)CC1,-1,2,-11,-2,1,-1,6,-1,-36,-0.4
CCOc1c(Br)cc(C2NS(=O)(=O)N=C3CCCCCN32)cc1OC (stereo unspecified),-2,2,3,0,-3,6,17,4,1,-0.2
COc1cc2nc(CN3CCN(S(=O)(=O)c4ccc(C)c(C)c4)CC3)[nH]c(=O)c2cc1OC,-3,3,-11,-3,-4,38,24,4,3,0.2
COc1cc2c(cc1OC)CN(c1nc(CN3CCCC3)nc3sc(C)c(C)c13)CC2,x,3,18,-4,2,-17,14,-4,-12,0.0
CN(C)CCNc1ccc(Cl)cc1[N+](=O)[O-],-2,-3,24,1,-9,19,32,-2,-7,-0.7
Cc1ccc(NC(=O)C2CC2C)cc1S(=O)(=O)N1CCOCC1 (stereo unspecified),-2,x,-13,x,-6,11,14,2,x,0.0
Cc1ccccc1Nc1c(-c2ccncc2)nc2ccc(Cl)cn12,-3,-2,-32,9,-32,17,1,3,-20,0.0
Cc1ccc(CCC(=O)Nc2ccc(N(C)C)cc2)o1,-2,-1,-8,1,-3,-9,x,x,-20,0.1
C=CCN(C(=O)CCC(=O)Nc1cc(C)on1)C(C(=O)NC1CCCC1)c1ccc(OC)cc1OC (stereo unspecified),-4,-4,1,2,2,13,9,3,4,0.2
COc1ccccc1NC(=O)c1nnn(CC(=O)Nc2cc(C)cc(C)c2)c1N,0,4,16,4,6,10,15,-2,-8,0.0
CC(=O)n1cc([C@@H]2C=C(C(=O)NCc3ccccc3)O[C@H](OCc3ccc(CO)cc3)C2)c2ccccc21,3,x,-17,x,0,9,20,-2,x,-0.5
O=C(N/N=C/c1oc(O)c2ccccc12)c1ccccc1,-3,1,25,3,6,-13,8,0,-37,0.7
COc1cc(C2NC(C(=O)O)Cc3c2[nH]c2ccccc32)cc(OC)c1OC (stereo unspecified),0,-1,-6,-2,-4,-36,32,2,-49,-0.2
Cc1cnc2cc(Cl)c(Cl)cc2n1,-12,-3,0,0,-1,1,11,0,14,-0.7
Cc1c(C=O)c2ccccn2c1C(=O)c1ccccc1Cl,0,3,10,3,0,12,15,0,3,-11
CCNc1nc(NCC)nc(OCCOC(=O)COc2ccc(Cl)cc2Cl)n1,x,-4,4,-2,-1,20,19,0,-16,-0.1
CCOC(=O)Cn1cc(C(=O)C(=O)N2CCOCC2)c2ccccc21,-2,-2,0,4,1,7,9,0,-53,-0.4
COc1ccccc1Nc1nc(-c2ccc3c(c2)NC(=O)CO3)cs1,4,2,1,4,6,-52,15,2,-3,2.6
CC(C)[C@H](NC(=O)[C@@H]1CSC2c3ccccc3C(=O)N21)C(=O)NCc1ccncc1 (stereo partly specified),0,-4,-6,0,-3,7,9,7,-26,1.5
Cc1cc(NC(=O)CN2CCN(S(=O)(=O)c3ccc(Cl)cc3)CC2)no1,0,1,3,0,-10,-7,18,2,-11,0.2
CC(C)N(Cc1nccn1C)C(=O)CC1C(=O)NCCN1Cc1ccc(F)c(F)c1 (stereo unspecified),3,0,26,-1,6,9,-12,4,-3,0.0
CCC(C)N(C(=O)CSc1nnc(C)n1C)C1CCS(=O)(=O)C1 (stereo unspecified),-2,x,-14,x,1,-4,15,1,x,-0.2
CCOc1cc(N2CCOCC2)c(OCC)cc1NC(=O)CN1C(=O)NC(CC(C)C)C1=O (stereo unspecified),0,-1,-3,-1,1,11,50,3,-26,-1.2
CC(NC(=O)c1ccco1)C(=O)N1CCCCC1 (stereo unspecified),-1,-5,0,2,2,-3,15,1,-34,0.1
COc1ccc(Br)cc1CNC(=O)CCc1nc(-c2ccccc2F)no1,-2,6,5,-4,0,7,18,3,1,-0.4
CCN(CC(=O)Nc1ccc(S(=O)(=O)N2CCOCC2)cc1)Cc1ccccc1,-3,x,-6,x,4,4,54,2,x,-23
O=c1oc2ccccc2n1Cc1cccc(F)c1,1,4,4,6,3,-1,2,0,-16,0.5
CNS(=O)(=O)c1ccc(CCC(=O)N2CCOCC2)cc1,-2,1,-8,12,-4,2,23,1,9,-0.5
CCOC(=O)CCCNC(=O)CSc1nc2ccc(OCC)cc2[nH]1,-2,-3,-13,-4,-3,-16,31,-2,-11,-0.3
Cc1ccc(NC(=O)CN2CCCCCC2)cc1Br,1,-1,7,0,6,-15,1,-3,1,0.1
COc1ccc(OC)c(Nc2nc(NCc3ccco3)c3ccccc3n2)c1,0,0,20,-2,6,-18,57,-3,-17,-0.4
OCCC1CN(Cc2ccc(Oc3ncccn3)cc2)CCN1CCc1ccccc1 (stereo unspecified),-3,0,3,1,9,-30,22,-3,5,0.2
COc1cc(NC(=O)c2cccnc2)c(Cl)cc1NC(=O)c1ccc(Cl)cc1,1,-2,-4,8,4,-14,18,2,-10,0.0
CC(C)NC(=O)CN1CCC(c2ccccc2)C(O)C1 (stereo unspecified),-1,-4,5,-7,-6,-14,5,3,0,-0.6
Cc1ccc(C(C)C)c(OCC(O)CN2CCOCC2)c1 (stereo unspecified),-3,-2,4,0,1,17,-21,2,-4,0.2
CCOc1ccc(NC(=O)c2cc3cc4ccc(OC)cc4nc3o2)cc1,-3,-2,3,-3,-6,-3,4,2,-19,-0.7
O=C(NCc1ccco1)c1cccc(S(=O)(=O)N2CCCC2)c1,x,3,-10,0,-9,-7,7,2,-9,2.6
COc1ccc(OC)c(S(=O)(=O)N2CCCC(C(=O)NCc3ccccn3)C2)c1 (stereo unspecified),-2,-2,3,1,-9,2,x,x,-18,-1.3
O=C(CN1CCCN(S(=O)(=O)c2ccc(Br)cc2)CC1)Nc1ccc2c(c1)OCO2,x,2,-2,-1,15,-3,8,-2,-20,-0.5

(listing goes on)
Structure,GSK3 alpha inh,HSP90 refold inh,HSF1 activator,IEC-6 cytotox,HSF1 inh,aSyn UTR inh,AI-2 QS mod,GSK3B inh,KLF5 inhibitor,HIF activator
COc1ccc2[nH]cc(CCNS(=O)(=O)Cc3ccccc3)c2c1,2,1,15,-1,17,-3,12,0,-31,-0.4
CCOC(=O)c1c(C)[nH]c(C2=NNC(=Nc3ccc(OCC)cc3)SC2)c1C,1,6,x,3,x,x,x,x,41,x
CN(C)c1ccc(NC(=O)CN2C(=O)CC(c3ccccc3)=Nc3ccccc32)cc1,-6,1,26,3,1,18,34,0,-13,-1.3
O=C(OCc1ccc(Cl)cc1Cl)c1ccncc1,1,1,38,-2,9,0,8,3,3,x
O=C(CCN1C(=O)c2ccccc2C1=O)N1CCN(Cc2ccccc2)CC1,-2,6,-3,4,3,7,6,1,-16,0.2
O=C(/C=C/c1ccco1)NC(=S)Nc1cccc(-c2nc3ccccc3s2)c1,1,4,10,4,7,-36,23,3,-2,5.0
